# HEK293 tox: cytotoxicity counter-screen for GLP-1 receptor inverse agonists; 0.13% of 410,000 active; Potency, µM (series often up to 38.3 µM), for inactives: at the highest dose activity change, negative = inhibition, most hits filed as inhibitors; AID 624418; HEK293 cAMP-luciferase reporter cells, luminescence, 24 h;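 further: loss of luciferase light is scored as toxicity; potency means the concentration at half of the fitted maximal effect; on the % scale 0 is the no-effect control and ±100 the full control effect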
#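 To flag toxic compounds, the library was rerun on cells for 24 hr at 37 deg C and 5% CO2. Viability-linked luminescence was captured 12 min after adding luciferase detection reagent.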
# IL-2 act: activates IL-2 in a cell-based reporter assay. IL-2 activation reporter assay, cell-based qHTS; stimulated with anti-CD3/CD4/CD28 beads; in transgenic mouse T cells. activation, % (series mostly up to about 46 µM). 0.065% of 360,000 active. AID 652025; in the data active means activation above about 50%; inconclusive means mostly about 30% to 49%; further: 0% is about no effect
#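 EGFP and DsRed fluorescence is measured by plate cytometry in unstimulated transgenic mouse T cells exposed to compound for 60 minutes, then stimulated 18 hours at 37 degrees C with anti-CD3/anti-CD4 beads plus anti-CD28.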
# PLK1 PBD block: blocks phosphopeptide binding to human PLK1 polo-box domain; P53350; Plk1 PBD binding of FITC phosphopeptide, fluorescence polarization; Potency, µM, without a hit: max response, negative = inhibition, actives largely listed as inhibitors; 2.8% of 360,000 active; further: potency means the concentration at half of the fitted maximal effect; series mostly up to about 57 µM; on the % scale 0 is the no-effect control and ±100 the full control effect; nearly all actives have a fitted effect of over 65% in size
# EPAC1 agonist: agonists of human EPAC1; Potency, µM (doses to about 154 µM), for the others: at the highest dose activation, actives largely listed as activators; AID 720707; EPAC1 agonist qHTS, biochemical assay; response scale: 100% = response to 6.5 mM cAMP; 0.073% of 360,000 active; further: potency means the concentration at half of the fitted maximal effect; nearly all actives have a fitted effect of over 60% in size
#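 Compounds were pinned as a concentration titration into mixtures of EPAC1 (100 nM), BODIPY-GDP-loaded Rap1B (250 nM) and GDP (50 uM). After 5 min at room temperature, fluorescence was followed for 30 min; activity was scaled to 6.5 mM cAMP.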
# GLP1R ag: agonists of human GLP-1 receptor; P43220; AID 624172; 0.007% of 380,000 active; HEK293 GLP-1R CRE-luciferase, luminescence, 4-6 h; cells express a hypersensitive GLP-1R form; Potency, µM (top dose mostly 45.6 µM), without a hit: at the top dose activation, most hits filed as activators; further: potency means the concentration at half of the fitted maximal effect; % of control where 0% means no effect
# Target sequence (P43220 whole entry, looked up): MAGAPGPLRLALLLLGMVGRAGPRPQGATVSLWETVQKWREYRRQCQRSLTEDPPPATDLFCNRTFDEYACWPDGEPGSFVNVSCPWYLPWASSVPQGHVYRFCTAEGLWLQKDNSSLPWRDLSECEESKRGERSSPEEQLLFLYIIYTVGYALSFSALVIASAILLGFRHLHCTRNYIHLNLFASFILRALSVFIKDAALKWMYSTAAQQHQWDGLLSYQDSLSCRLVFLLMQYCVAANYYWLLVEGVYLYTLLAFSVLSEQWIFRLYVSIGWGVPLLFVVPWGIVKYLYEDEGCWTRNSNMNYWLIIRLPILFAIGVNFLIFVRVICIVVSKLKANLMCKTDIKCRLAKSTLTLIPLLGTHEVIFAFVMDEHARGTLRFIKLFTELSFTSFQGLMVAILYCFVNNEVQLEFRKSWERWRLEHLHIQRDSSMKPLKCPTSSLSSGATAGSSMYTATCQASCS
# PI5P4Ka inh: blocks human PI5P4K alpha kinase activity; P48426; PI5P4Kalpha enzyme, ADP-Glo luminescence, 60 min; hits give low values; max response, %; 1.2% of 330,000 active; active means max response of -50% or lower; inconclusive means between -30% and -50%; inactive means -30% or higher; further: value at the top dose of about 77 µM; on the % scale 0 is the no-effect control and ±100 the full control effect
# Target sequence (P48426 whole entry, looked up): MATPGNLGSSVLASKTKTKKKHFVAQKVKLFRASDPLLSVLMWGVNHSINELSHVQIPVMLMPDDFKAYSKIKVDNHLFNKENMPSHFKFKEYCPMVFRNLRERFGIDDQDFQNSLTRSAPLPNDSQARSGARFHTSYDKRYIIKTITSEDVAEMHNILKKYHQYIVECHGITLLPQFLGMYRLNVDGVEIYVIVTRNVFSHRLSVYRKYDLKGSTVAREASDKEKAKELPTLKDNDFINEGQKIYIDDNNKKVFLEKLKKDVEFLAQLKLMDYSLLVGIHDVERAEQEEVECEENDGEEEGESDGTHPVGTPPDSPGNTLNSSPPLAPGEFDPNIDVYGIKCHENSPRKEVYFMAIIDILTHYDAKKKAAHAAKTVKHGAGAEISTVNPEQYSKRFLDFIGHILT
#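 Controls without substrate or without enzyme flank wells where PI5P4Kalpha converts substrate using 5 microM ATP (final). Incubation lasts 60 minutes at room temperature; ADP formed is read by ADP-Glo luminescence.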
# EPAC1 antag: EPAC1 (human) antagonism; O95398; EPAC1 GEF assay, Rap1b-BODIPY-GDP exchange fluorescence; Potency, µM (titrated, usually from 115 µM), for the others: at the top dose activity change, negative = inhibition, usual class: inhibitors; 0.14% of 360,000 active; AID 720709;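 further: potency means the concentration at half of the fitted maximal effect; plate controls were vehicle for no effect and positive control for full effect; nearly all actives have a fitted effect of over 50% in size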
# GLP1R inv ag: GLP-1 receptor (human) inverse agonism; Potency, µM (highest dose often 38.3 µM), inactives show at the highest dose activity change, negative = inhibition, actives largely listed as inhibitors; HEK293 GLP-1R CRE-luciferase, luminescence, 24 h; GLP-1R form is constitutively active; 1.6% of 410,000 active; further: potency means the concentration at half of the fitted maximal effect; on the % scale 0 is the no-effect control and ±100 the full control effect; nearly all actives have a fitted effect of over 55% in size
#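 Constitutively active GLP-1R drives a cAMP-responsive luciferase in stably transfected HEK293 cells; test compounds are added after overnight (12 h) attachment and left 24 hr, and signal loss in luminescence marks inhibition.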
# PTHR1 agonist: activates the human parathyroid hormone receptor PTHR1 | AID 743266 | Potency, µM (doses to about 115 µM), for inactives: at the top dose activation, usual class: activators | Q03431 | HEK293 GP2 PTHR1 cells, GloSensor cAMP luminescence, 1 h | 0.075% of 410,000 active; further: potency means the concentration at half of the fitted maximal effect; nearly all actives have a fitted effect of over 55% in size; some results filed as inactive show a strong effect at the top dose; inactives centre near -15; many of its hits are not listed in these tables
#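 HEK-293-derived GP2 cells expressing PTHR1 and a GloSensor cAMP reporter, 3,000/well, plated overnight, given luciferin plus IBMX (each 0.5 mM as added) for 1 h at 37 °C, then compound for 1 h at 37 °C. Luminescence was read after 15 min at room temperature.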
# Starred values were filed as active, the others as inactive; i = inactive; ? = inconclusive; / = no result given; & = joins results of further samples; [ ] = another dose, or the depositor's remark. Unless noted, the call rests on the fitted dose curve; in most records, active means well fitted curve in the direction sought with a large enough effect; inconclusive means small, poorly fitted or top-dose-only effect, or another doubt; inactive means no such curve, though single readings can be large; an effect the other way counts as inactive or inconclusive.
SMILES,HEK293 tox,IL-2 act,PLK1 PBD block,EPAC1 agonist,GLP1R ag,PI5P4Ka inh,EPAC1 antag,GLP1R inv ag,PTHR1 agonist
COc1ccc(S(=O)(=O)N(CC(=O)N2CCN(c3ccccc3)CC2)c2ccccc2)cc1,-1.7%,-0.3,1.5%,0.5%,7.1%,0.0,13.5%,0.0%,i
C/C(=N\NC(=O)c1cccc(Br)c1)c1cccnc1,-15.7%,0.1,-12.8%,1.0%,6.4%,0.4,-5.9%,3.3%,i
CC(=O)Nc1ccc(/C(C)=N/NC(=O)c2ccccc2Cl)cc1,14.8%,-4.0,-8.6%,-5.1%,13.6%,2.1,2.6%,2.0%,i
CCOC(=O)c1ccc(N2Cc3ccccc3C2=N)cc1,-11.0%,-1.7,-4.0%,-18.1%,-1.5%,-6.5,-20.1%,7.8%,-0.7%[57.5 µM]
NC(=O)CN1CCCN(S(=O)(=O)c2ccc(Br)cc2)CC1,-5.3%,0.6,-23.1%,-1.2%,-9.7%,-0.1,-4.8%,5.7%,i
COc1ccc(Cn2nnnc2C(c2ccccc2)N2CCN(C3CCCC3)CC2)cc1 (stereo not drawn),-9.7%,-2.5,-13.5%,6.3%,4.8%,2.8,6.2%,?,-3.9%
CN(Cc1ccccc1)S(=O)(=O)c1ccc(NS(=O)(=O)Cc2ccccc2)cc1,9.2%,-4.6,-17.1%,?,1.4%,/,-9.5%,0.0%,19.0%[57.5 µM]
COC(=O)C(C(=O)Nc1cc(C)on1)C1CCCCCC1 (stereo not drawn),-14.2%,0.3,-2.4%,4.4%,-3.0%,-0.4,7.3%,-20.7%,-5.1%
Cc1cccc(C(=O)N2CCCC(N3CCN(c4ccccc4F)CC3)C2)n1 (stereo not drawn),-4.2%,-1.8,1.6%,-2.2%,-4.6%,-1.7,1.0%,-13.8%,-15.9%
COC(=O)[C@@H]1C[C@H]2CC[C@H](O)C[C@H]2N1Cc1ccc(N2CCN(C)CC2)cc1,0.4%,0.3,-2.2%,6.9%,-1.6%,-2.9,-28.7%,?,-10.0%
CNC(=O)c1[nH]cnc1C(=O)N[C@@H](Cc1ccccc1)C(=O)OC(C)(C)C,16.1%,-1.1,-10.0%,-4.1%,-0.5%,-7.2,-20.2%,10.3%,-17.3%
COC(=O)C1=C(C(=O)OC)[C@@H]2N(C)c3ccccc3[C@@]23C[C@@H](C(=O)OC)N(C(=O)COCc2ccccc2)C3=N1,-20.0%,-0.5,-7.6%,-3.4%,-4.5%,-2.6,-19.7%,-1.0%,i
CCn1c(SCC(=O)Nc2ccc(OC)cc2)nnc1-c1ccco1,-23.9%,2.7,-3.1%,-2.6%,6.0%,-11.3,-13.3%,3.3%,-5.2%[57.5 µM]
COc1ccc(-c2noc(CCC(=O)NCc3cccnc3)n2)cc1OC,-13.5%,-0.6,-7.6%,-3.3%,9.2%,-0.8,3.9%,1.3%,-3.2%
COCCNC(=S)N/N=C(\C)c1ccc2cc(OC)ccc2c1,3.16µM*,0.4,-3.4%,-4.6%,?,7.0,-18.5%,?,-13.7%
COc1cccc(C(=O)N2CCN(C(=O)C3CC3)CC2)c1,-16.2%,0.3,-14.8%,6.9%,3.6%,1.3,4.8%,-8.5%,i
CC1CCCCC1NCC#CCOc1ccc(Cl)cc1 (stereo not drawn),2.1%,-1.5,2.8%,-1.3%,-3.2%,-1.0,4.6%,11.2µM*,i
Cn1nc(-c2ccccn2)nc2c(=O)n(C)c(=O)nc1-2,?,-6.1,-10.5%,-4.9%,-8.0%,-6.2,?,3.16µM*,-4.1%
COC(=O)c1ccc(C(=O)OC)c(NC(=O)CSc2nc(-c3ccco3)cc(C(F)(F)F)n2)c1,-4.9%,2.7,-2.2%,-1.5%,-8.0%,-7.7,13.6%,-10.9%,i
O=C(CS(=O)CC(=O)Nc1cccnc1)Nc1ccc(F)cc1 (stereo not drawn),-11.4%,0.6,-10.4%,0.2%,2.2%,-6.6,5.1%,-2.3%,-3.8%
CCN(CC)CCNC(=O)c1cn(CC)c2ccc(S(=O)(=O)N3CCc4ccccc4C3)cc2c1=O,-10.9%&-9.4%,-2.5,26.7µM*,4.9%,-2.0%&0.8%,-5.5,4.2%,?,0.4%
Cc1[nH]c(=O)c(C#N)c(C)c1Cl,4.8%,1.0,3.6%,10.6%,3.8%,-0.3,1.1%,13.8%,i
COc1ccc(CN2CCC(n3nccc3NC(=O)C3CC3)CC2)c(Cl)c1OC,11.5%,-6.7,-6.1%,2.5%,0.2%,4.3,15.2%,2.0%,-4.4%
O=C(COC(=O)C12CC3CC(CC(C3)C1)C2)NCCCc1ccccc1,3.5%,-1.5,-0.9%,13.9%,14.4%,18.1,-12.8%,?,-9.0%
Cc1cc(NC(=O)CSc2nc3ccsc3c(=O)n2NC(=O)c2ccccc2)no1,1.1%,-2.4,-11.3%,4.2%,-4.2%,/,-4.3%,9.3%,i
O=C(CN(Cc1ccc(Cl)cc1)C(=O)c1csnn1)NCc1ccc(F)cc1,-0.9%,-2.4,-13.3%,-5.0%,5.6%,-1.3,10.4%,-20.4%,-46.0%[inhibitor]
COc1ccc(C(=O)CSC#N)cc1OC,?,-2.0,23.8µM*,7.3%,13.0%,3.5,12.6%,118.7%[activator],-3.8%
O=C(NCCS(=O)(=O)NCc1ccc(Cl)cc1)c1ccccc1,-1.6%,-0.6,3.6%,0.8%,5.2%,6.4,-1.9%,?,-24.1%
CC(C)=CCc1c(O)cc2c(=O)c3ccc(O)cc3oc2c1O,-5.9%,-0.2,1.5%,-9.5%,10.8%,?,-24.7%,63.7%[activator],-30.1%[inhibitor]
Cc1cc(C)cc(C(=O)N2CC(C)SC2=Nc2cccc(S(=O)(=O)N(C)C)c2)c1 (stereo not drawn),7.6%,-5.4,-7.2%,15.3%,12.8%,3.3,-8.8%,?,-19.9%

# 5 entries out of the list, arranged by length of the SMILES, low to high.
SMILES,HEK293 tox,IL-2 act,PLK1 PBD block,EPAC1 agonist,GLP1R ag,PI5P4Ka inh,EPAC1 antag,GLP1R inv ag,PTHR1 agonist
COc1ccc(C(=O)CSC#N)cc1OC,?,-2.0,23.8µM*,7.3%,13.0%,3.5,12.6%,118.7%[activator],-3.8%
O=C(NCCS(=O)(=O)NCc1ccc(Cl)cc1)c1ccccc1,-1.6%,-0.6,3.6%,0.8%,5.2%,6.4,-1.9%,?,-24.1%
O=C(CN(Cc1ccc(Cl)cc1)C(=O)c1csnn1)NCc1ccc(F)cc1,-0.9%,-2.4,-13.3%,-5.0%,5.6%,-1.3,10.4%,-20.4%,-46.0%[inhibitor]
Cc1cc(NC(=O)CSc2nc3ccsc3c(=O)n2NC(=O)c2ccccc2)no1,1.1%,-2.4,-11.3%,4.2%,-4.2%,/,-4.3%,9.3%,i
Cc1cc(C)cc(C(=O)N2CC(C)SC2=Nc2cccc(S(=O)(=O)N(C)C)c2)c1 (stereo not drawn),7.6%,-5.4,-7.2%,15.3%,12.8%,3.3,-8.8%,?,-19.9%

# More structures follow.
SMILES,HEK293 tox,IL-2 act,PLK1 PBD block,EPAC1 agonist,GLP1R ag,PI5P4Ka inh,EPAC1 antag,GLP1R inv ag,PTHR1 agonist
Cc1ccnc(N2CCC(C(=O)NCc3ccc(F)cc3)CC2)n1,-19.9%,-0.5,4.3%,-4.2%,4.1%,-4.5,7.7%,14.2%,-24.4%
Brc1ccc(-c2noc3c2-c2nc(-c4ccccc4)sc2CC3)cc1,?,-1.8,-0.1%,-3.0%,-3.9%,22.5,1.2%,5.8%,i
N#C/C(=C\Nc1ccc(F)c(Cl)c1)C(=O)C1CC1,4.4%,-0.3,-12.7%,-13.5%,-2.4%,-12.1,-1.3%,14.1%,-14.3%
Cc1c(OCc2ccc(C(=O)O)cc2)ccc2c(-c3ccccc3)cc(=O)oc12,-32.1%,1.3,?,-6.5%,-3.5%,0.8,-15.9%,18.8%,-59.7%[inhibitor]
O=C(CNC(=O)c1cccs1)NCC(=O)OCc1cccc(Cl)c1,22.9%,-1.0,-0.5%,11.2%,0.5%,/,-1.8%,2.7%,5.0%[57.5 µM]
CN(c1ccc(F)cc1)S(=O)(=O)c1ccc(Cl)c(C(=O)NC2(C)CCS(=O)(=O)C2)c1 (stereo not drawn),0.1%,0.4,-8.1%,12.1%,3.0%,2.5,-3.2%,-0.9%,i
O=C(O)Cn1cc(CN2CCOCC2)c2ccccc21,4.0%,-0.5,-3.8%,-4.0%,-3.5%,0.4,7.5%,17.7%,-7.2%
COc1ccc(S(=O)(=O)Nc2cccc(-n3cnnn3)c2)cc1,3.4%,0.4,-5.4%,7.5%,4.8%,-1.5,-2.5%,7.3%,-22.6%
COc1cc(C(=O)OCC(=O)N2CCCC2)cc(OC)c1OC,-0.5%,1.1,-7.6%,-10.7%,-2.9%,-0.3,6.3%,15.1%,i
COc1ccc(C2/C(=C(/O)c3ccc4c(c3)CC(C)O4)C(=O)C(=O)N2CCCN2CCOCC2)cc1 (stereo not drawn),3.4%,-3.3,-20.2%,9.3%,2.0%,2.6,-1.8%,7.3%,14.3%
CCOC(=O)C#CC(CCc1ccccc1)OS(N)(=O)=O (stereo not drawn),0.0%,-0.1,-13.8%,-8.2%,3.5%,-5.9,?,3.1%,-27.0%
Cc1c(C(=O)NCc2ccc3c(c2)OCO3)oc2ccc(S(=O)(=O)N3CCCCCC3)cc12,-10.3%,-1.0,-5.2%,5.8%,3.1%,-0.9,-0.2%,?,i
O=C(CN(Cc1ccco1)C(=O)c1cccc(Cl)c1)Nc1c(Cl)cc(Cl)cc1Cl,-18.3%,-2.7,-9.0%,4.2%,-0.6%,1.9,7.7%,-3.8%,-3.8%[57.5 µM]
COc1ccc(Cl)cc1NC(=O)CN(C)C(=O)c1ccc(OCc2ccccc2)c(OC)c1,-29.1%,-7.3,0.4%,5.8%,-0.1%,18.1,-9.6%,?,-3.0%

# Assay outcomes deposited in PubChem by National Center for Advancing Translational Sciences (NCATS).

# A portion of the library, so the mix of outcomes need not match the whole.
